DDE Tn6 FP inh: inhibitors of Tn6 peptide binding to fibrin DD(E), primary screen, biochemical, fluorescence polarization, human fibrin, Tn6 probe; actives 0.21% (n = 370,000); Fibrinogen beta chain (Homo sapiens), P02675; Fibrin DD(E) TRITC-Tn6 fluorescence polarization displacement; inhibition, % at 8.3 µM;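 active means inhibition above a per-campaign cutoff: mean of compounds within control limits plus 3 SD, cut at about 15% in these data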;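 further: 0% = median of all compound wells on the plate and 100% = blocking peptide control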
LEDGF integ inh: blockers of LEDGF/p75-dependent integrase strand transfer – biochemical, TR-FRET, high throughput, primary screen; HIV-1 integrase (with human LEDGF/p75); TR-FRET IN-LEDGF/p75 DNA integration, Eu/Cy5; actives 0.64% (n = 370,000); AID 743269, 2014; inhibition, % at 3.7 µM;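 active means inhibition above the screen-wide mean plus 3 SD, cut at about 13% in these data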;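 further: signal is the Cy5 over europium emission ratio at 671 and 618 nm; 0% = plate median of compound wells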
PLCg1 inh: PLC-gamma1 enzyme inhibitors, primary screen, biochemical, fluorescence, purified enzyme; 1-phosphatidylinositol 4,5-bisphosphate phosphodiesterase gamma-1 (Homo sapiens), P19174; fluorogenic substrate; inhibition, % at 12.2 µM; actives 0.84% (n = 370,000); AID 720700, 2013; in the data active means inhibition above about 9.5%
ASAP1 GAP inh: inhibitors of human ASAP1 ArfGAP activity, primary screen, biochemical, fluorescence polarization. Arf-GAP with SH3 domain, ANK repeat and PH domain-containing protein 1 (Homo sapiens), …. ASAP1-stimulated ARF1 GTP hydrolysis, GDP FP detection. inhibition, % at 16.5 µM. actives 0.19% (n = 360,000); in the data active means inhibition above about 25%;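 further: 0% = vehicle with enzyme and substrate and 100% = no enzyme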
Target sequence (Q9ULH1 325-724 limits assumed): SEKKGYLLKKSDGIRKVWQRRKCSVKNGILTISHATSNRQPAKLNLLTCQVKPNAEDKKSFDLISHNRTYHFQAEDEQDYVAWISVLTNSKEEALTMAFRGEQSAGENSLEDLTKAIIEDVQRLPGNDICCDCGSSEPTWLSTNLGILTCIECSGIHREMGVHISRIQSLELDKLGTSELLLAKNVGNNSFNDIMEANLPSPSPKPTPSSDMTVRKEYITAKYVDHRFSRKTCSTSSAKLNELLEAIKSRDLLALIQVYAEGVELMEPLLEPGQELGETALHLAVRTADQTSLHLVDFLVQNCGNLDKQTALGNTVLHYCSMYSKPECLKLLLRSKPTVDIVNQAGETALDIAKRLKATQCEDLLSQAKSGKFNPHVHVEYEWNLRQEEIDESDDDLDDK
ARFGAP1 inhibitor: inhibitors of rat ARFGAP1 GAP activity, primary screen, biochemical, fluorescence polarization, GDP tracer; Arfgap1-stimulated ARF1 GTP hydrolysis, GDP FP detection; inhibition, % at 16.5 µM; actives 0.26% (n = 360,000);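 active means inhibition above a per-plate limit, mean inhibition of low control wells plus 3 SD, cut at about 25% in these data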;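 further: 0% = DMSO wells with enzyme and 100% = wells lacking Arfgap1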
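material = rat Arfgap1 catalytic domain, aa 1-136 | also added = human ARF1(Δ1-17)-GTP substrate | compound dosing = one concentration, 16.5 µM, DMSO 1.26% | times = GTP hydrolysis reaction 2 h at 25 °C | measured by = FP, GDP Alexa 633 tracer displaced from anti-GDP antibody, 620/688 nm | evaluation = percent inhibition of Arfgap1-stimulated GTP hydrolysis | replication = single well per compound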
ADAM17 inh: ADAM17 inhibitors, primary screen, biochemical, QFRET; Disintegrin and metalloproteinase domain-containing protein 17 (Homo sapiens), P78536; recombinant ADAM17, EDANS/DABCYL FRET peptide cleavage; inhibition, % at 6.95 µM; actives 0.83% (n = 370,000); AID 720648, 2013;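 active means inhibition above the mean of compounds lying between control limits plus 3 SD, set per campaign, cut at about 8.5% in these data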;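 further: 0% = DMSO-only wells as the low control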
KLK7 zymogen act: proKLK7 zymogen activators, primary screen, biochemical, fluorescence intensity | Kallikrein-7 (Homo sapiens), P49862 | purified proKLK7, EDANS-DABCYL substrate fluorescence; 100% is mature enzyme control, 0% vehicle | AID 652039, 2013 | actives 0.9% (n = 370,000) | activation, % at 7 µM;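 active means activation above the mean of all tested compounds plus 3 SD, computed per campaign excluding outliers beyond control limits, cut at about 13% in these data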
TDP2 inh: human TDP2 enzyme inhibitors, primary screen, biochemical, epi absorbance, recombinant enzyme; T5PNP hydrolysis, p-nitrophenol absorbance 415 nm; inhibition, % at 12.8 µM; actives 0.34% (n = 370,000);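 active means inhibition above the mean of all tested compounds plus 3 SD, set per campaign, cut at about 25% in these data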;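 further: 0% = DMSO with enzyme and 100% = buffer with substrate but no TDP2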
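Test system: human TDP2 enzyme; Input: 120 nM TDP2 per well; Buffer or medium: Mg2+-containing Tris-HCl buffer, pH 7.5; Reagent: 5 mM T5PNP; Dosing: 12.8 µM single point, 1% DMSO; Incubation: reaction 2 h, 37 °C; Detection: p-Nitrophenol epi absorbance; Read-out: % inhibition relative to enzyme-containing and enzyme-free wells; Replicates: single well per compound.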
ADAM10 inh: human ADAM10 inhibitors, primary screen, biochemical, QFRET, HTS; Disintegrin and metalloproteinase domain-containing protein 10 (Homo sapiens), O14672; recombinant ADAM10, EDANS/DABCYL FRET peptide cleavage, 3 h; inhibition, % at 7 µM; actives 0.62% (n = 370,000); AID 720582, 2013;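 active means inhibition above a per-campaign cutoff equal to the mean of compounds falling between control-based bounds plus 3 SD, cut at about 20% in these data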;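 further: 0% = DMSO wells while the 100% control is not disclosed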
Target sequence (O14672 214-748 limits assumed): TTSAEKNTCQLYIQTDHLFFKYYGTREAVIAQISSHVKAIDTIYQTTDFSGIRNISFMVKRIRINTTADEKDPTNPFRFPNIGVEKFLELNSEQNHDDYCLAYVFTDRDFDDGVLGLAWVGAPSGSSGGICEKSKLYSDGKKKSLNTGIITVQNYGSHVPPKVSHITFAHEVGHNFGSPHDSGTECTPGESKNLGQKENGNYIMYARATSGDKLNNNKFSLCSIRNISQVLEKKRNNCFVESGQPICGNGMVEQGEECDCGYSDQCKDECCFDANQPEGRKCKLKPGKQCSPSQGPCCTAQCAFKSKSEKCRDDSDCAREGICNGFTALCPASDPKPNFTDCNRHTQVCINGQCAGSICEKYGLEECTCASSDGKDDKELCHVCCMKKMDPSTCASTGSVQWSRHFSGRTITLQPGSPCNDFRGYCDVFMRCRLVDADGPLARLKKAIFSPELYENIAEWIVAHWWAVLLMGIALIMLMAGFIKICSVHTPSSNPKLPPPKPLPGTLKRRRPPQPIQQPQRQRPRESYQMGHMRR
Tn7 DDE FP: inhibitors of Tn7 peptide binding to fibrin DD(E), primary screen, biochemical, fluorescence polarization, human fibrin, Tn7 probe | inhibition, % at 8.3 µM | actives 0.13% (n = 370,000) | Fibrinogen beta chain (Homo sapiens), P02675 | FP displacement of FITC-Tn7 peptide from fibrin DD(E); 0% = median of compound wells per plate | AID 720508, 2013;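 active means inhibition above the mean of compounds falling within the control limits plus 3 SD of them, cut at about 14% in these data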;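 further: 0% = plate median of compound wells and 100% = 10 µM Aha-Tn7 peptide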
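Test system: human clot-derived fibrin DD(E) complex / Quantity: 2 µM final DD(E) protein / Incubation: 10 min plus 3 h, room temperature / Measured by: fluorescence polarization / Benchmarks: high control of 10 µM Aha-Tn7 peptide / Replicates: singlicate testing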
* = called active by the depositor; · = no result given. Not a hit list. Share with any hit: about 4.2%.

Second line of a record: DDE Tn6 FP inh	LEDGF integ inh	PLCg1 inh	ASAP1 GAP inh	ARFGAP1 inhibitor	ADAM17 inh	KLK7 zymogen act	TDP2 inh	ADAM10 inh	Tn7 DDE FP
> COC(=O)c1c(-c2ccc(OC)cc2)sc2ccc(-c3ccc4c(c3)OCO4)cc12
  -4	-2	-19	4	3	0	-1.3	2	-10	-3
> COc1ccc(NC(C)=O)cc1NC(=O)CSc1nnc(-c2ccccc2)n1N
  2	0	2	6	-12	1	0.5	18	-4	5
> CCCCCC(=O)N1C[C@H](O)[C@@H](n2cc(-c3ccc(F)cc3)nn2)C[C@@H]1c1ccc(OC)cc1
  4	2	1	8	0	4	-0.2	5	10	-3
> O=[N+]([O-])c1ccccc1/C=N/n1c(-c2cccnc2)n[nH]c1=S
  3	1	-1	-4	1	-4	-0.2	9	-8	5
> Cc1nnc(C)n1/N=C/c1ccccn1
  3	-3	3	-3	7	-1	-0.1	0	3	-2
> CC(C)C(C)NC(=O)COC(=O)/C=C/c1ccc(S(=O)(=O)N2CCc3ccccc32)cc1 (configuration not stated)
  -1	0	1	0	1	1	0.5	5	-4	2
> CC(C)C(=O)Nc1ccc(C(=O)Nc2nnc(C(C)C)s2)cc1
  -10	5	-1	3	-5	1	-0.6	14	1	7
> CC(C)C[C@@H]1COc2cc(N3CCCC3)ccc2S(=O)(=O)N1
  -5	1	-1	-2	3	-4	0.2	0	-8	5
> COc1ccccc1CNC(=O)[C@H](NC(=O)C1CCN(C(=O)[C@@H](N)CCSC)CC1)C(C)C
  0	3	2	0	-4	1	0.0	10	-6	-8
> COc1ccc(CCNC(=O)c2cccc(-n3cnnn3)c2)cc1
  -4	3	2	-2	3	-1	-0.4	5	-1	7
> CCC1=C2CC[C@H]3C(=O)N(CC(=O)OC)C(=O)[C@H]3[C@H]2[C@@]2(C)C(=NCC(=O)OC)OC(=O)N2C1=O
  -6	-1	1	-1	4	3	-0.6	-7	-3	1
> CCN(CC)CCSC(=O)C(c1ccccc1)c1ccccc1
  -5	2	2	-4	8	-2	0.2	-8	-3	-8
> Fc1ccc2nc(Nc3nc4c(F)cccc4s3)sc2c1
  2	-4	-23	6	3	-22	1.7	-5	-54	2
> CC(=O)NCCCC(=O)NN1C(=S)N(Cc2ccccc2)C(=O)C1CC(=O)Nc1cccc(C)c1 (configuration not stated)
  7	0	2	-8	6	-3	0.5	-7	-4	-3
> CC1(C)CC(=O)C=C(N2CCNCC2)C1
  5	-9	-3	-3	1	-1	0.3	-6	-20	4
> CCOC(=O)CC[C@@H]1CC[C@]2(CCCN(Cc3ccc(OC)cc3)C2)O1
  3	1	3	·	·	2	0.0	-5	6	-4
> CC1(C)C/C(=N/Nc2ccc([N+](=O)[O-])cc2[N+](=O)[O-])C(C)(C)O1
  0	0	6	-7	-6	0	0.4	-7	11	3
> O=C(Nc1ccccc1)c1ccc(-c2ccccc2C(F)(F)F)o1
  -2	0	-11	7	1	9.2*	-0.5	-17	16	-7
> CCn1cc(C(=O)N2CCc3ccccc3C2)c(=O)c2cc(S(=O)(=O)N3CCCCC3)ccc21
  5	9	-1	-4	-7	-4	0.8	-1	-11	0
> Cc1ccc(C(=O)C2CCOC(C)(C)C2)cc1 (configuration not stated)
  -3	3	2	14	-2	-2	0.2	-5	0	-5
> COc1cccc(C(=O)NNC(=O)C(=O)N2CCCCC2)c1
  6	-1	-4	-7	15	-4	-0.5	3	-2	3
> CCOC(=O)c1ccc(NC(=O)c2nc[nH]c2C(=O)NC[C@H](C)O)cc1
  -1	2	-1	-3	-1	-5	0.1	8	-9	5
> CCn1c(=N)n(CC(O)COc2cccc(C)c2)c2ccccc21 (configuration not stated)
  -2	7	4	4	5	0	0.8	-6	5	3
> O=c1[nH]c(-c2ccccc2)cn1C1CCN(Cc2ccc(-c3nc4ccccc4nc3-c3ccccc3)cc2)CC1
  -5	-1	-75	11	-3	-41	-8.4	-2	-196	-6
> CCN(CC(=O)NCc1ccc(F)cc1)CC(O)COCc1cccc(OC)c1 (configuration not stated)
  -6	-1	2	-14	-2	-1	-0.7	4	4	2
> Cc1cc(NC(=O)C(C)C)ncc1NC(=O)c1cccc(F)c1
  3	0	1	0	3	-3	0.1	7	-4	-2
> O=C1CC(c2ccccc2)n2nc(NC(=O)c3cccnc3)nc2N1 (configuration not stated)
  2	2	0	-3	-5	-2	0.4	-3	0	2
> Cc1nn(-c2ccccc2)c(N2CCCC2)c1/C=N/NC(=O)c1cc(-c2cccs2)nc2ccccc12
  1	-3	-81	11	-2	-55	-6.3	-8	-167	11
> CCc1ccccc1N(C(=O)CCC(=O)Nc1cc(C)on1)C(C(=O)NC1CCCC1)c1ccco1 (configuration not stated)
  -6	2	5	13	9	5	0.1	-5	0	-5
> CCOC(=O)N1CCC(NC(=O)c2cc(C(=O)Nc3ccc(OCC)cc3)ccc2CO)CC1
  0	1	2	4	3	-3	0.2	-3	-1	4

Quoted at random: two compounds from above.
Second line of a record: DDE Tn6 FP inh	LEDGF integ inh	PLCg1 inh	ASAP1 GAP inh	ARFGAP1 inhibitor	ADAM17 inh	KLK7 zymogen act	TDP2 inh	ADAM10 inh	Tn7 DDE FP
> Fc1ccc2nc(Nc3nc4c(F)cccc4s3)sc2c1
  2	-4	-23	6	3	-22	1.7	-5	-54	2
> COC(=O)c1c(-c2ccc(OC)cc2)sc2ccc(-c3ccc4c(c3)OCO4)cc12
  -4	-2	-19	4	3	0	-1.3	2	-10	-3

(list continues)
Second line of a record: DDE Tn6 FP inh	LEDGF integ inh	PLCg1 inh	ASAP1 GAP inh	ARFGAP1 inhibitor	ADAM17 inh	KLK7 zymogen act	TDP2 inh	ADAM10 inh	Tn7 DDE FP
> COc1cc(/C=C2\SC(=S)N(NC(=O)c3ccc(O)cc3)C2=O)ccc1O
  -13	0	-108	10	-1	0	0.0	4	-3	-6
> CC(C)C1Cc2c(sc3c2c(=O)n(Cc2ccccc2)c2nncn32)CO1 (configuration not stated)
  -3	2	4	-1	8	0	0.2	-3	4	-4
> Nc1nc(SCc2c(F)cccc2Cl)[nH]c(=O)c1-c1ccccc1
  -5	2	5	11	0	-1	0.5	-5	-2	-5
> CCN(CC1CCCN(CCc2cccc(F)c2)C1)C(=O)c1cc(C)oc1C (configuration not stated)
  -6	2	0	-3	-12	-2	0.5	9	0	-2
> O=c1c2c(ncn1Cc1ccccc1)nc1n2CCC1
  3	-4	1	-6	4	1	0.8	1	2	-8
> Cc1ccc(-c2cc(=O)c3ccc(Cl)cc3[nH]2)cc1
  -2	-2	-2	0	-2	-2	0.3	-7	-6	3
> COc1cccc(-n2nnc3c(=O)n(Cc4ccc(F)cc4)cnc32)c1
  -5	2	4	-2	-8	-3	0.3	-6	-4	5
> COc1ccc(-c2nc(CSCC(=O)NC3CCN(Cc4ccccc4)CC3)c(C)o2)cc1OC
  7	4	1	-3	-10	-5	-0.2	-4	-10	-2
> COC(=O)c1ccc(C2/C(=C(/O)c3ccc4c(c3)CC(C)O4)C(=O)C(=O)N2Cc2ccncc2)cc1 (configuration not stated)
  -8	2	-8	4	-4	-4	0.3	18	-8	-1
> Cc1ccc(S(=O)(=O)N2CCOc3ccccc32)c(C)c1NS(C)(=O)=O
  3	2	3	7	10	-1	-0.2	-10	6	-3

Whole records, looked up by structure. Order of screens: DDE Tn6 FP inh | LEDGF integ inh | PLCg1 inh | ASAP1 GAP inh | ARFGAP1 inhibitor | ADAM17 inh | KLK7 zymogen act | TDP2 inh | ADAM10 inh | Tn7 DDE FP
COc1cccc(-n2nnc3c(=O)n(Cc4ccc(F)cc4)cnc32)c1 in the list: -5 | 2 | 4 | -2 | -8 | -3 | 0.3 | -6 | -4 | 5
COc1ccc(-c2nc(CSCC(=O)NC3CCN(Cc4ccccc4)CC3)c(C)o2)cc1OC in the list: 7 | 4 | 1 | -3 | -10 | -5 | -0.2 | -4 | -10 | -2

Compound activity from PubChem.
